# Screening results: PubChem, SRMLSC
# SK-BR-3 tox 24h – SK-BR-3 proliferation inhibitors | SK-BR-3 viability, CellTiter-Glo ATP luminescence, 24 h; stronger effect = lower value | viability, % at 10 µM | 41,000 tested, 0.47% active | AID 847;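 active means viability at or below the median of all test compounds minus 3 SD, in both replicates if run twice, cut at about 45% in these data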;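 further: 100% = median untreated cell wells and 0% = median positive control drug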
# Numbers without * were called inactive. The list is partial; the hit share may differ from the screen's.
no.	Compound	SK-BR-3 tox 24h
1	O=C(c1ccco1)N1CCN(C(c2ccc(F)cc2)c2nnnn2CC2CCCO2)CC1 (stereo not given)	144
2	COc1ccc(Nc2nc(C(=O)NCCCN3CCOCC3)cs2)cc1	82
3	CCc1nnc(NC(=O)C2CCN(C(=O)NC3CCCCC3)CC2)s1	76
4	Nc1nc(-c2ccc3c(c2)CCCC3)cs1	91
5	CN1CCN(CCC(=O)Nc2cccc(F)c2)CC1	74
6	CC1(C)Cc2nc(NCCN3CCOCC3)c(C#N)cc2CO1	76
7	COc1cccc(-n2cnc3scc(-c4cccs4)c3c2=O)c1	94
8	O=C(CSc1nnc(-c2ccco2)n1Cc1ccco1)N1CCOCC1	111
9	CCc1nnc(NC(=O)CSc2nnc(-c3ccco3)n2CC)s1	89
10	O=C(O)c1cccc(C(=O)O)n1	107
11	COc1ccc(-c2ccc(-c3noc(-c4ccccc4F)n3)c(OC)n2)cc1	91
12	O=C(CCNS(=O)(=O)c1cccc2nsnc12)NC1CCCc2ccccc21 (stereo not given)	83
13	COc1ccc(N2C(=O)CSC2c2ccc3c(c2)OCO3)cc1 (stereo not given)	76
14	CC(C)(C)c1cc(C(=O)N2CCN(c3ncccn3)CC2)ccn1	99
15	Cn1c(-c2ccco2)nc2cc3ccccc3cc21	98
16	CC1=CS/C(=C(/C#N)C(=O)N2CCOCC2)N1c1ccccc1	107
17	CCOC(=O)Nc1ccc(C)cc1Br	80
18	CC(=O)Nc1nonc1C(=O)N1CCC(C)CC1	88
19	COc1cc2[nH]c(=O)n(CCC(=O)N3CCN(c4cc(Cl)ccc4C)CC3)c(=O)c2cc1OC	8.5*
20	C=CCNc1oc(-c2ccc(OC)cc2)nc1C#N	83
21	COc1ccc(Cn2c(-c3ccco3)nc3oc4cc(OC)ccc4c(=O)c3c2=O)cc1	76
22	CC1CN(Cc2nc3c(c(=O)n(C)c(=O)n3C)n2CCN2CCOCC2)CC(C)O1 (stereo not given)	79
23	Cc1ccc(S(=O)(=O)Cn2nnnc2C(c2ccccc2)N2CCN(c3ncccn3)CC2)cc1 (stereo not given)	87
24	CS(=O)(=O)N1CCN(C(=O)C2c3ccccc3Oc3ccccc32)CC1	96
25	O=C(CCN1CCc2ccccc2C1)Nc1ccc2c(c1)OCO2	91
26	Cc1sc2nc3n(c(=O)c2c1C)CCCS3	88
27	COc1ccc(S(=O)(=O)N(C)CC(=O)N2CCC(C(N)=O)CC2)cc1Cl	90
28	CC(=O)c1c(C)n([O-])c2ccc(C)cc2[n+]1=O	74
29	O=C(O)c1ccccc1C(=O)Nc1ccccc1	93
30	O=C(CSc1nc(-c2ccccc2)c(-c2ccccc2)o1)N1CCOCC1	119
31	Cc1ccc(S(=O)(=O)N(CC(=O)N2CCCC2)C2CCCCC2)cc1	96
32	COC(=O)CC(C(=O)Nc1cc(C(=O)OC)cc(C(=O)OC)c1)N1CCN(C)CC1 (stereo not given)	77
33	O=C(NCCCn1ccnc1)c1ccco1	104
34	Cn1c(-c2ccc3c(c2)OCO3)cnc1NC(=O)CCC(=O)NCCc1ccccc1	80
35	COc1cc2c(C(=O)Nc3ccc4c(c3)OCO4)cn(CC(C)C)c(=O)c2cc1OC	89
36	COc1ccc(Cc2nnc(SCC(=O)NC(C)c3ccccc3)o2)cc1 (stereo not given)	112
37	CCCCC(CCC(=O)Nc1ccccc1C(=O)OCC)C(=O)O (stereo not given)	78
38	O=C(CSc1nnnn1-c1ccccc1)c1cc2ccccc2oc1=O	89
39	CCC(C)[C@H](NC(=O)NCc1ccccc1Cl)C(=O)OC (stereo not given in full)	111
40	O=C(CCCOc1ccccc1)NCC1CCCO1 (stereo not given)	97

# Shown as labelled records: 4 of the compounds above
(37) CCCCC(CCC(=O)Nc1ccccc1C(=O)OCC)C(=O)O (stereo not given)
  SK-BR-3 tox 24h = 78
(38) O=C(CSc1nnnn1-c1ccccc1)c1cc2ccccc2oc1=O
  SK-BR-3 tox 24h = 89
(39) CCC(C)[C@H](NC(=O)NCc1ccccc1Cl)C(=O)OC (stereo not given in full)
  SK-BR-3 tox 24h = 111
(40) O=C(CCCOc1ccccc1)NCC1CCCO1 (stereo not given)
  SK-BR-3 tox 24h = 97

# The results go on.
no.	Compound	SK-BR-3 tox 24h
41	COC(=O)Nc1ccc(S(=O)(=O)N2CCCC(C(=O)Nc3cccc4c3OCCO4)C2)cc1 (stereo not given)	103
42	Cc1nc(=O)c(-c2ccccc2)c(C)n1CCCO	82
43	Cn1c(=O)cc(SCC(=O)Nc2ccc3c(c2)OCO3)c2ccccc21	93
44	N=c1c2c3c(sc2nc2n1CCC2)CCCC3	86
45	COC(=O)c1ccccc1NC(=O)NCc1ccc2c(c1)OCO2	94
46	CC1Oc2ccccc2N(CC(=O)c2cccc(Cl)c2)C1=O (stereo not given)	91
47	COC(=O)COc1ccc(NC(=O)C2CCCO2)cc1 (stereo not given)	88
48	Cc1ccc2[nH]c(C(=O)O)c(-c3ccccc3)c2c1	99
49	CCN1C(=O)c2cccc3c(S(=O)(=O)Nc4nc(C)cs4)ccc1c23	68
50	Cc1nc(-c2cccc(S(=O)(=O)N3CC(C)OC(C)C3)c2)cs1 (stereo not given)	105
51	COCCNC(=O)c1cc2cc(Br)cc(OC)c2oc1=O	90
52	CCN(CC)CCN1C(=O)C(=O)/C(=C(/O)c2ccc(OC)c(OC)c2)C1c1ccccn1 (stereo not given)	111
53	CCCCCOC(=O)CSc1nc2c(c(=O)[nH]c(=O)n2C)n1CCc1ccccc1	94
54	CCc1[nH]nc2c1C1(CCN(C(=O)c3ccccc3)CC1)C(C#N)=C(N)O2	91
55	COc1cc(OC)nc(NC(=O)CS(=O)(=O)c2ccccc2)n1	89
56	Fc1ccc(-c2csc3nnc(SCc4cccnc4)n23)cc1	96
57	O=C(NCc1ccccc1)C1C(=O)N(Cc2ccccc2)C(=O)C1C1(O)CCCC1 (stereo not given)	99
58	O=C(O)C1C2CCC(C2)C1C(=O)NCCCn1ccnc1 (stereo not given)	95
59	O=C(Nc1cccnc1)c1cc(-c2ccc3c(c2)OCO3)on1	82
60	CNC(=O)CSc1nnc(-c2ccc(S(=O)(=O)N3CCCC3)cc2)n1-c1cccc(C)c1C	90
61	O=C(CSc1nnc(-c2ccccn2)n1Cc1ccccc1)N1CCCC1	101
62	CC(C)c1nc2oc3c(N4CCN(C)CC4)ncnc3c2c2c1CCC2	98
63	CCn1c(NC2CCCCC2)nc2ccccc21	100
64	COC(=O)c1[nH]c2ccc(C)cc2c1NC(=O)CN1CCN(C(=O)c2ccccc2)CC1	93
65	c1ccc(Cc2nnc3sc(C4COc5ccccc5O4)nn23)cc1 (stereo not given)	93
66	O=c1c2[nH]c3cccc(Cl)c3c2ncn1CCN1CCCCC1	93
67	O=C(CN1CCOCC1)Nc1cccc(Br)c1	103
68	Cc1cccc(CCNS(=O)(=O)c2ccc3c(c2)oc(=O)n3C)c1	76
69	Cc1cc2c(ccc3c2no[n+]3[O-])nn1	88
70	O=[n+]1c2c(n([O-])c3c1CCCC3)CCCCC2	97
71	CN(C)CCCN(C(=O)c1cccs1)c1nc(-c2ccccc2)cs1	95
72	O=C(NCc1nc2ccccc2[nH]1)c1ccco1	89
73	O=C(c1nn2cccnc2c1Cl)N1CCN(c2ccccc2)CC1	116
74	CCCn1c(SCC(=O)NCCc2ccc(OC)c(OC)c2)nc2c1c(=O)n(C)c(=O)n2C	116
75	O=C(Cc1cccs1)Nc1nncs1	99
76	COc1cccc(C(c2nnnn2Cc2ccccc2)N2CCN(C3CCCC3)CC2)c1OC (stereo not given)	85
77	CCn1c(SC(C)C(=O)O)nc2sc3c(c2c1=O)CCC3 (stereo not given)	94
78	Clc1ccccc1C1=Nn2c(nnc2-c2ccncc2)SC1	90
79	COc1cccc(Cn2c(NCc3ccccn3)nc3c2c(=O)n(C)c(=O)n3C)c1	94
80	CCCn1c(SCC(=O)c2cc(OC)ccc2OC)nnc1C(C)C	88
81	Cc1cccc2c(=O)cc(C)n(CC(=O)N3CCOCC3)c12	99
82	C/C(O)=C(\C#N)c1nnc2n1CCCCC2	93
83	COC(=O)c1[nH]c2cc(OC)ccc2c1N	89
84	Cc1cc2c3nonc3ccc2n1-c1ccccc1	79
85	COc1cccc(OC)c1C(=O)Nc1nc2ccc(S(C)(=O)=O)cc2s1	88
86	CCN(CC)/C(=N/O)NC(=O)NS(=O)(=O)c1ccc(C)cc1	95
87	O=C(O)CCCC(=O)Nc1ccc(Br)cc1C(=O)O	90
88	CC(C)CNC(=O)C1CCCN(S(=O)(=O)c2ccc(-n3cnnn3)cc2)C1 (stereo not given)	71
89	NC(=O)c1nn(-c2ccccc2)nc1NC(=O)CN1CCCCC1	64
90	COc1ccc2[nH]c(C)c(CN3CCCC(C)C3)c(=O)c2c1 (stereo not given)	99
91	N#C/C(Cn1c[n+](NC(=O)Nc2ccccc2)cn1)=N/O	79
92	CCN1c2ccccc2NC2N=C(OC)C(c3ccccc3)C21 (stereo not given)	36*
93	CCOc1ccc(C(=O)NCCn2cc(SCC(=O)Nc3cc(C)on3)c3ccccc32)cc1	101
94	CCOC(=O)CSc1nc(NC#N)nc(N(CC)CC)n1	83
95	C=CCn1c(COc2cccc3ccc(C)nc23)nnc1SCC(N)=O	103
96	CCOC(=O)c1sc(SCC(=O)Nc2ccc(N(C)C)cc2)nc1N	100
97	O=C(CSc1nnnn1-c1ccccc1)Nc1ccc(Cl)cn1	84
98	COc1cccc(-c2cc(C(=O)N3CC4(C)CC3CC(C)(C)C4)no2)c1 (stereo not given)	119
99	CCOc1ccc(C(=O)Nc2ccc3c(c2)OCO3)cc1OCC	92
100	c1ccc(-c2n[nH]nc2-c2ccccc2)cc1	91

# Quoted at random: 4 entries already listed.
no.	Compound	SK-BR-3 tox 24h
25	O=C(CCN1CCc2ccccc2C1)Nc1ccc2c(c1)OCO2	91
79	COc1cccc(Cn2c(NCc3ccccn3)nc3c2c(=O)n(C)c(=O)n3C)c1	94
56	Fc1ccc(-c2csc3nnc(SCc4cccnc4)n23)cc1	96
47	COC(=O)COc1ccc(NC(=O)C2CCCO2)cc1 (stereo not given)	88

# More compounds follow.
no.	Compound	SK-BR-3 tox 24h
101	COc1ccc(C(=O)NCc2c(CC(C)C)oc(C)c2C(=O)O)cc1	114
102	O=C(CC(c1ccc(F)cc1)c1ccco1)N1CCCC1 (stereo not given)	83
103	CCOc1ccc(CC(=O)C2C(=O)CCCC2=O)cc1OCC	93
104	O=C(COC(=O)c1cccnc1)Nc1ccc(F)cc1	55
105	CCCCC(=O)O[C@]1(C(=O)CO)CC[C@H]2[C@@H]3CCC4=CC(=O)CC[C@]4(C)[C@H]3[C@@H](O)C[C@@]21C	79
106	Cc1[nH]c(=O)[nH]c(=O)c1S(=O)(=O)N(C)Cc1ccccc1	81
107	COC(=O)c1c(NS(C)(=O)=O)sc2c1CCCC2	96
108	CCN1CCn2c3c(c4cc(C)ccc42)CCCC31 (stereo not given)	89
109	CN(c1ccccc1C(=O)NCc1ccco1)S(C)(=O)=O	98
110	c1csc(-c2nn3c(Cn4nnc5ccccc54)nnc3s2)c1	95
111	O=c1cc(CO)oc(CN2CCCC2)c1O	86
112	COc1cc(CNc2ccc3[nH]c(=O)[nH]c3c2)cc(Cl)c1OCC(=O)NC(C)(C)C	84
113	COc1ccccc1OCCC(=O)OCCN1C(=O)c2ccccc2C1=O	83
114	COc1ccc(N2CCN(C(CNC(=O)c3ccco3)c3cccnc3)CC2)cc1 (stereo not given)	94
115	CCn1nc(CC(=O)Nc2ccc(-n3cnnn3)c(C)c2)c2ccccc2c1=O	69
116	Cc1nc2c(c(=O)n1Cc1ccco1)c1nc3ccccc3nc1n2Cc1ccccc1	81
117	c1cc2c3c(cccc3c1)NC1(CCCCCC1)N2	76
118	CC(=O)N1C(=O)C2(Nc3ccccc3N2)c2ccccc21	113
119	O=C1CCC(=O)N1CN(Cc1ccco1)CN1C(=O)CCC1=O	95
120	Cn1c(=O)c2c(O)cc(=O)[nH]c2n(-c2ccccc2)c1=O	84
121	CC(C)[N+](C)(CCOC(=O)C1c2ccccc2Oc2ccccc21)C(C)C	103
122	CCC(=O)N1CCN(c2ccccc2NC(=O)COc2ccccc2Cl)CC1	80
123	O=S1(=O)C=CC(Sc2nc3ccccc3[nH]2)C1 (stereo not given)	110
124	CC1Cc2ccccc2N1C(=O)c1cccnc1 (stereo not given)	68
125	Cc1ccccc1Cn1ccc(NC(=O)c2cnn3cccnc23)n1	110
126	Cc1nnc(SCc2ccc(CC(=O)O)cc2)o1	110
127	C=CCOC(=O)COc1ccc2c(C)c(C)c(=O)oc2c1C	118
128	COc1ccc(NC(=O)CCSc2nnc(C)s2)cc1	100
129	CCn1nc(C(=O)NC2=NCCS2)c2ccccc2c1=O	87
130	O=C1N=C(c2ccccc2)C(c2ccccc2)N1 (stereo not given)	100
131	Cc1cc2nc(-c3ccc(NC(=O)c4cccnc4)cc3)oc2cc1C	103
132	Cc1ccc2nc(NC(=O)CNS(=O)(=O)c3ccc(Br)s3)sc2c1	100
133	CCOC(=O)C1=C(C)NC(=O)NC1c1ccco1 (stereo not given)	99
134	CCCCSc1nnc2n(CCc3ccccc3)c(=O)c3c4c(sc3n12)COC(C)(C)C4	95
135	CC(=O)Nc1ccc(S(=O)(=O)NCCNC(=O)c2ccccc2F)cc1	94
136	N#CCCCn1c(-c2ccccc2)noc1=O	97
137	CCOC(=O)c1[nH]c2ccc(F)cc2c1NC(=O)CN1CCN(C/C=C/c2ccccc2)CC1	77
138	Cc1cc(C)n(S(=O)(=O)c2ccc(C(C)(C)C)cc2)n1	74
139	CCOC(=O)c1oc2ccc(S(=O)(=O)Nc3ccc4c(c3)n(C)c(=O)n4C)cc2c1C	96
140	COC(=O)C1=CNC=C(C(=O)OC)C1c1cccc(OC)c1	94
141	Cc1nc(NC2=NCN(C3CCCCC3C)CN2)nc2ccccc12 (stereo not given)	101
142	Cc1c(NC(=O)CCc2ccc(S(=O)(=O)N3CCOCC3)cc2)c(=O)n(-c2ccccc2)n1C	83
143	O=c1[nH]cnc2scc(-c3cccs3)c12	98
144	N#Cc1c(-c2ccc3c(c2)OCO3)csc1N	107
145	CN(C)C(=O)Cn1nc(-c2ccccc2)c2ccccc2c1=O	89
